proCasp7 act – counter-screen: procaspase-7 (human) activation | activation, % at 8.5 µM | hit rate 0.093% among 330,000 | recombinant procaspase-7, Ac-DEVD-pNA absorbance 405 nm; D23A/D198A/D206A triple mutant, cannot self-cleave; scale: DMSO 0, 5 µM enzyme 100 | AID 463210;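 active = percent activation above the screen-wide mean plus 3 SD, cut at about 25% in these data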
Target sequence (P55210 whole entry D23A/D198A/D206A): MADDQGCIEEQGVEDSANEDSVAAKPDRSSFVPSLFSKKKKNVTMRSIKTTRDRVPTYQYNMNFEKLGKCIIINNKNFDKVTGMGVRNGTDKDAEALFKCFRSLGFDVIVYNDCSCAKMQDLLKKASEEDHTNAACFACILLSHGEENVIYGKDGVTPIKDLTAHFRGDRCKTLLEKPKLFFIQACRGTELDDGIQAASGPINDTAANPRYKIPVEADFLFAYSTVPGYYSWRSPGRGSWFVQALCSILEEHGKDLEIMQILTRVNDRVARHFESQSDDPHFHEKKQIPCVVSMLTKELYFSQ
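buffer or medium = Zinc-free HEPES/NaCl buffer, pH 7.4 | material = Procaspase-7 triple mutant (PC-7 D3A) | input = 2 µM procaspase-7 mutant as dispensed | signal = Epi-absorbance of released pNA at 405 nm, two timepoints | timing = 1 h preincubation, 2 h reaction | replicates = singlicate compound testing | evaluation = % activation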
JMJD2C inh – inhibitors of human GASC-1 (JMJD2C) demethylase; Q9H3R0; inhibition, % at 2.35 µM; AID 2099; GST-JMJD2C(1-420) H3K9me3 demethylation, DELFIA europium; hit rate 0.069% among 330,000;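 active = more than half of a compound's replicate wells show inhibition beyond 50%, single wells judged on their own value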;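 note: signal counts dimethyl H3K9 product captured on neutravidin plate; 0% = median of DMSO wells and 100% = 0.3 times that DMSO median; strong numbers were not always called active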
Target sequence (Q9H3R0 1-420 limits assumed): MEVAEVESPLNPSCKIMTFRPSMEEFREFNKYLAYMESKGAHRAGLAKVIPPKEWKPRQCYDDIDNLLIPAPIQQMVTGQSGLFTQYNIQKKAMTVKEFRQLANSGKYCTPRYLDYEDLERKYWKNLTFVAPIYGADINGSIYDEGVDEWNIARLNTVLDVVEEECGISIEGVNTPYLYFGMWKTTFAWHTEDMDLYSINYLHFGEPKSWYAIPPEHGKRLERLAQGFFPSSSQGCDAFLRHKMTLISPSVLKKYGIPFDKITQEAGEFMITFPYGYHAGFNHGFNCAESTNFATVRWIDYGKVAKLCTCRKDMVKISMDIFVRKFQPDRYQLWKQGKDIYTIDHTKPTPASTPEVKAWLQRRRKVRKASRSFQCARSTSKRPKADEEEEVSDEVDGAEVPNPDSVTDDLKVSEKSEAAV
RPL19A TOR yeast – alters RPL19A-GFP fluorescence in TOR pathway yeast screen; S. cerevisiae RPL19A-GFP strain, flow cytometry, 3 h; active compounds read low; percent response vs DMSO, % at 10 µM; hit rate 0.3% among 330,000;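 active = percent response vs DMSO below 50%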;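 note: median channel GFP fluorescence of the barcoded RPL19A-GFP strain; ratio of sample median GFP to plate DMSO average so 100% = DMSO; lower means less RPL19A-GFP as with rapamycin TOR inhibition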
AHR act – activators of human aryl hydrocarbon receptor. P35869. AHR-responsive luciferase reporter cells, luminescence. activation, % at 5 µM. hit rate 2.5% among 320,000. AID 2796; in the data active = activation above about 47%;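 note: 0% = vehicle wells and 100% = reference agonist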
MEP2 TOR yeast – alters MEP2-GFP fluorescence in TOR pathway yeast screen | AID 2016 | hit rate 0.51% among 330,000 | S. cerevisiae MEP2-GFP strain, flow cytometry GFP, 3 h; 100% = DMSO control level | GFP response vs DMSO, % at 10 µM;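 active = GFP response versus DMSO above a set limit, roughly screen mean plus 3 SD, cut at about 180% in these data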;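 note: median GFP fluorescence of the barcode-gated MEP2-GFP cells per well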
procasp3 activ – activates human procaspase-3; recombinant procaspase-3 D3A, Ac-DEVD-pNA absorbance 405 nm; hit rate 0.11% among 330,000; activation, % at 8.5 µM;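 active = activation above the mean of all tested compounds plus 3 SD, cut at about 21% in these data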;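 note: 0% = DMSO alone and 100% = DMSO wells spiked with extra 5 µM PC-3 D3A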
Target sequence (P42574 whole entry D9A/D28A/D175A): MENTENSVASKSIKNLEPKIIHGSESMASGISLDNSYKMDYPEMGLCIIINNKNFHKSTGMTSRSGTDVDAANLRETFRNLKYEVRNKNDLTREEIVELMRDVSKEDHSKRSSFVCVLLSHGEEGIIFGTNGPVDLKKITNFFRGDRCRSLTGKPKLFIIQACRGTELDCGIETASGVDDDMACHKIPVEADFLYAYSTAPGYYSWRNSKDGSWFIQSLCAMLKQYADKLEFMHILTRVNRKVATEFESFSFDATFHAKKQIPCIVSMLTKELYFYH
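Compound: 8.5 µM single point, 0.8% DMSO / Material: Autoprocessing-dead procaspase-3 D3A mutant enzyme / Timing: 1 h preincubation plus 2 h reaction at 25 °C / Medium: Zinc-free HEPES/NaCl buffer with 0.01% Triton X-100 at pH 7.4 / Technique: 405 nm absorbance of p-nitroaniline, reads at 0 and 120 min / Repeats: one well per compound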
CR mimetic SO – caloric restriction mimetics inhibiting age-related superoxide in yeast | S. cerevisiae aged cells, superoxide DHE fluorescence; active compounds read low | superoxide response (% of plate mean), % at 10 µM | hit rate 0.18% among 330,000;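 active = superoxide response under a set limit, about three screen SD below normal, cut at about 65% in these data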;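 note: yeast aged for seven days with compound at 30 °C before DHE staining; 100% = average MFI of all compound-treated wells on the plate with controls excluded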
LAP4 TOR yeast – yeast TOR pathway LAP4-GFP modulation; S. cerevisiae LAP4-GFP multiplex, flow cytometry GFP, 3 h; median GFP as percent of DMSO wells; GFP response vs DMSO, % at 10 µM; hit rate 0.34% among 320,000;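 active = GFP response vs DMSO above a set limit, about the screen mean plus 3 SD, cut at about 150% in these data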
* marks the source's active call; other numbers are inactive results; x = no result given.

SMILES	proCasp7 act	JMJD2C inh	RPL19A TOR yeast	AHR act	MEP2 TOR yeast	procasp3 activ	CR mimetic SO	LAP4 TOR yeast
CC1CC(C)CN(C(=O)CN2C(=O)NC3(CCCCCCC3)C2=O)C1 (stereo not given)	-3	-2	95	-1	97	9	105	92
Cc1nnc(SCC(=O)Nc2nccs2)n(N)c1=O	1	16	93	3	101	-2	97	100
CN(Cc1ccccc1)C(=O)CN1C(=O)NC(C)(c2ccc(C(C)(C)C)cc2)C1=O (stereo not given)	2	-3	103	1	99	-3	102	91
COc1cc(CNC2CCCC2)cc(Br)c1OCC(=O)Nc1ccccc1C	10	-2	96	1	96	-1	95	95
COc1cccc(NC(=O)CSc2nnc(Cn3c(=O)sc4ccccc43)n2C)c1	-8	-3	99	13	107	6	91	101
CCOCCCN(C(=O)CCC(=O)Nc1cc(C)on1)C(C(=O)NC(C)(C)CC)c1cccc(OC)c1OC (stereo not given)	-4	-17	103	-2	108	-6	94	103
CN(C)c1nc2c(c(=O)[nH]c(=O)n2C)n1Cc1ccc(F)cc1	4	-4	104	-1	100	4	97	106
CC(C)(C)NC(=O)CN1CCC(O)(c2ccccc2)CC1	-3	3	97	-1	98	9	93	90
Cc1cc([N+](=O)[O-])c(C)cc1-c1ccc(/C=N/NC(=O)c2cccnc2)o1	-9	2	100	28	112	-8	105	95
S=C(NCc1ccco1)N1CCN(c2nc(-c3ccc(Cl)cc3)cs2)CC1	-6	21	106	5	98	-2	94	126
COC(=O)c1cccc(C23CC4(C2)[C@H](CN(C)[C@@H]4c2ccccc2)C3c2ccccc2)c1 (stereo not given in full)	-1	-2	100	5	102	-3	100	102
COc1ccc(NC(=O)CN2C(=O)NC(CC(C)C)C2=O)cc1S(=O)(=O)N1CCOCC1 (stereo not given)	5	-8	100	0	97	5	117	98

Following part:
SMILES	proCasp7 act	JMJD2C inh	RPL19A TOR yeast	AHR act	MEP2 TOR yeast	procasp3 activ	CR mimetic SO	LAP4 TOR yeast
CCN(CC)CCN1C(=O)c2ccccc2NC1c1cc(OC)c(OC)c(OC)c1 (stereo not given)	-5	-2	99	16	102	3	98	97
c1ccc(-c2noc(-c3ccno3)n2)nc1	-5	-1	103	-2	104	0	85	114
CCOC(=O)C1(CC2CCCCO2)CCN(Cc2cc3ccccc3[nH]2)CC1 (stereo not given)	-1	-2	104	21	105	8	83	92
CS(=O)(=O)N(CC(=O)NCCSCc1ccccc1)c1ccccc1Cl	6	-9	93	2	94	-2	108	92
CC1CC(C)CN(C(=O)C(NS(=O)(=O)c2ccc3c(c2)oc(=O)n3C)C(C)C)C1 (stereo not given)	0	-5	101	0	98	10	92	98
C#CCOc1c(Cl)cc(/C=C2/C(=O)ON=C2C)cc1OCC	-5	2	107	1	85	0	100	103
C=CCn1c(O)c(CN2CCN(Cc3ccccc3)CC2)c(C)c(C#N)c1=O	10	0	101	-1	106	-4	94	101
COCCN(C(=O)COC(=O)C(c1ccccc1)c1ccccc1)c1c(N)n(Cc2ccccc2)c(=O)[nH]c1=O	-4	0	89	-2	96	6	94	92
Cc1[nH]nc(N=CC2=C(O)CC(c3ccco3)CC2=O)c1-c1ccccc1 (stereo not given)	7	3	95	-6	86	-3	105	77
Cc1ccccc1-n1c(C)nnc1SCC(=O)NCC1CCCO1 (stereo not given)	-2	5	108	0	112	4	74	104
Cn1c(N)c(C(=O)COC(=O)c2cc(-c3ccccc3)nc3ccccc23)c(=O)n(Cc2ccccc2)c1=O	3	-8	97	-2	94	16	95	89
Cc1cccc(C(=O)Nc2nc(C)c(C(=O)Nc3ccc4c(c3)CCC4)s2)c1	-2	1	96	8	102	0	88	115

Later entries:
SMILES	proCasp7 act	JMJD2C inh	RPL19A TOR yeast	AHR act	MEP2 TOR yeast	procasp3 activ	CR mimetic SO	LAP4 TOR yeast
Nc1nc(F)nc2c1ncn2[C@@H]1O[C@H](CO)[C@@H](O)[C@H]1O	-4	-33	95	-5	94	0	93	96
CCOc1ccc(Cl)cc1CSc1ncn[nH]1	10	14	99	1	101	4	95	103
COc1ccc(Cn2c(O)c(C=Nc3ccccc3)c3ccccc3c2=O)cc1	-3	3	93	-5	98	0	104	104
Cc1ccc(S(=O)(=O)NC(=O)N2CCCC(C)(C)C2)cc1	-2	3	99	2	96	8	104	96
CNCCCCOc1ccccc1Cc1ccccc1	10	2	101	-4	94	5	92	105
CCN(C(=O)COC(=O)c1ccc(C)c(S(=O)(=O)N2CCCCC2)c1)C1CCS(=O)(=O)C1 (stereo not given)	2	20	89	-1	91	16	89	95
CCN(CC)S(=O)(=O)c1ccc(C(=O)/C=C/c2ccc(-c3ccc([N+](=O)[O-])cc3)o2)cc1	1	22	98	6	98	2	121	109
CSc1ccccc1NC(=O)COc1ccc2c(c1)OCO2	11	-5	97	3	97	2	97	101
COc1ccc(C=C(c2ccc(OC)cc2)c2ccc(OC)cc2)cc1	5	4	102	7	104	-1	101	105
Cn1nc(C(C)(C)C)cc1C(=O)O	3	15	89	0	86	5	92	101
CCOC(=O)C1CCN(C(=O)CCCCn2c(=O)[nH]c3ccccc3c2=O)CC1	-1	0	98	1	97	3	104	98
CC(=O)c1sc(NC(=O)C2CSC3(C)CCC(=O)N23)nc1-c1ccccc1 (stereo not given)	12	-4	97	0	97	5	106	102

Next structures.
SMILES	proCasp7 act	JMJD2C inh	RPL19A TOR yeast	AHR act	MEP2 TOR yeast	procasp3 activ	CR mimetic SO	LAP4 TOR yeast
CCOc1ccc(N=Cc2c(O)cc(C)oc2=O)cc1	-5	1	99	10	100	0	99	99
Cc1nc(C(=O)NC2CCOCC2)sc1C1(C)CC(c2cccc([N+](=O)[O-])c2)=NO1 (stereo not given)	-5	0	102	0	106	3	104	99
CCC1(c2ccc(F)cc2)NC(=O)N(CC(=O)Nc2ccc(S(N)(=O)=O)cc2)C1=O (stereo not given)	3	2	98	-1	100	7	95	92
c1ccc(CNc2nc3ccccc3[nH]2)cc1	-5	-4	99	10	107	6	118	101
FC(F)Oc1ccc(NC(=S)NNc2ccnc3cc(Cl)ccc23)cc1	-6	19	93	7	90	-6	98	94
O=C(c1cc(Cl)c(=O)n(Cc2ccccc2)c1)N1CCOCC1	0	-6	106	-3	111	3	99	114
COc1ccc2cc3cc(C(=O)N4CCCCC4C)oc3nc2c1 (stereo not given)	9	-2	99	-1	98	4	108	102
Cc1c(C(=O)N2CCCCC2)oc2ccc(S(=O)(=O)N3CC(C)CC(C)C3)cc12 (stereo not given)	4	2	100	2	97	-5	87	102
Cc1occc1C(=O)Nc1ccccc1NC(=O)c1ccoc1C	3	-13	106	7	103	-8	108	101
O=C(c1cccc(Cl)c1)N1CCN(Cc2ccc3c(c2)OCO3)CC1	-6	1	101	-1	114	-1	102	98
CCOC(=O)c1nnn(-c2nonc2N)c1-c1ccc(OC)cc1	15	6	90	1	88	2	104	90
COc1ccc2c(c1)[C@H]1[C@H](CO2)[C@H](c2ccccc2)[C@]2(C)C(=O)Nc3cc(C)ccc3C(=O)N12	1	7	95	10	94	2	90	97

Record cards (already shown):
S=C(NCc1ccco1)N1CCN(c2nc(-c3ccc(Cl)cc3)cs2)CC1 as listed: proCasp7 act = -6; JMJD2C inh = 21; RPL19A TOR yeast = 106; AHR act = 5; MEP2 TOR yeast = 98; procasp3 activ = -2; CR mimetic SO = 94; LAP4 TOR yeast = 126
Cc1cc([N+](=O)[O-])c(C)cc1-c1ccc(/C=N/NC(=O)c2cccnc2)o1 as listed: proCasp7 act = -9; JMJD2C inh = 2; RPL19A TOR yeast = 100; AHR act = 28; MEP2 TOR yeast = 112; procasp3 activ = -8; CR mimetic SO = 105; LAP4 TOR yeast = 95

(cont.)
SMILES	proCasp7 act	JMJD2C inh	RPL19A TOR yeast	AHR act	MEP2 TOR yeast	procasp3 activ	CR mimetic SO	LAP4 TOR yeast
CCOc1cc(/C=C(\C#N)c2nc(-c3cccs3)c(NC(C)=O)s2)ccc1O	-26	-3	99	8	99	-5	98	94
CC(C)Cc1cc(C(=O)Nc2cccc(O)c2)no1	12	7	97	-4	95	3	97	122
COc1ccc(CCC(=O)N2CCN(S(=O)(=O)c3ccc4ccccc4c3)CC2)cc1	2	-2	94	2	106	-3	93	97
Cc1c(O)ccc(C(=O)COc2ccc(F)cc2)c1O	5	-7	101	-5	107	5	86	113
CCOc1ncccc1C(=O)OCC(=O)Nc1ccc(S(=O)(=O)N2CCOCC2)cc1	-4	5	109	1	100	6	86	94
Cc1nc2nc(-c3ccccc3)[nH]n2c(=O)c1Cc1ccccc1	6	x	103	32	104	7	104	109
Cc1cccc(NC(=S)Nc2ccc3cn[nH]c3c2)c1	-1	1	101	5	99	-1	86	105
Cc1ccccc1Nc1nc(N)nc(CSc2nncn2C)n1	5	40	105	4	101	-2	104	92
Cc1nc2cc(NC(=O)Nc3cccc([N+](=O)[O-])c3)ccc2n1C	-1	-47	101	1	99	-9	103	90
O=C(NCCCN1CCOCC1)[C@@H]1CSC2c3ccccc3C(=O)N21 (stereo not given in full)	13	4	96	5	93	-1	96	90
CN(CCCNC(=O)c1ccc(/C=N/O)nc1)CCCN(C)Cc1ccccc1	-7	5	94	2	98	-4	85	90
N#CC1=C(S)N(c2ccc(F)cc2)C2(CCCCC2)NC1=O	-5	0	97	2	95	-5	102	110

(further entries)
SMILES	proCasp7 act	JMJD2C inh	RPL19A TOR yeast	AHR act	MEP2 TOR yeast	procasp3 activ	CR mimetic SO	LAP4 TOR yeast
CCC1(c2ccc(Cl)cc2)NC(=O)N(CC(=O)N2CCN(C(=O)c3ccco3)CC2)C1=O (stereo not given)	9	-2	100	-1	104	-10	138	93
O=C(CCSCCc1ccccn1)Nc1ccc(Br)cn1	0	55	101	1	101	-4	73	107
Cc1cc(C)c(S(=O)(=O)N2CCN(CCO)CC2)c(C)c1	1	8	100	1	106	-3	100	98
O=C(O)c1ccc(N2C(=O)CC(N3CCN(c4cccc(Cl)c4)CC3)C2=O)cc1 (stereo not given)	-2	0	104	1	112	1	109	98
CCC(=O)OC1c2ccccc2C(=O)N1Cc1ccccc1 (stereo not given)	12	-2	99	-1	99	4	113	101
O=C(NCCc1cccs1)c1ccc(CS(=O)Cc2ccc(Cl)cc2)o1 (stereo not given)	3	-2	104	5	107	-4	97	106
Nc1cc(=O)[nH]c(SCc2nnnn2-c2ccc(Cl)cc2)n1	-5	4	99	1	107	2	95	104
CCOc1ccc(NC(=O)Cn2nnc3c(cnn3-c3ccc(F)cc3)c2=O)cc1	11	1	95	0	95	-2	107	94
CC(NC(=O)CSc1nc2sc3c(c2c(=O)n1-c1ccccc1)CCCC3)c1ccccc1 (stereo not given)	0	-7	99	2	103	-8	106	103
CCn1c(/C=N/c2nc3ccccc3n2C)nc2ccccc21	1	0	105	10	101	4	120	101
Cc1cs/c(=N\N=C\c2ccc(O)cc2)n1Cc1ccco1	-4	-6	101	59*	106	1	83	95
C#CCN1C(=O)C2(OCCO2)c2ccccc21	4	0	110	-2	113	15	95	94
O=C(O)c1ccc(S(=O)(=O)c2ccc3c(c2)C(=O)N(NC(=O)c2cccnc2)C3=O)cc1	9	3	99	27	101	5	108	110
CC(C)OC(=O)n1c(=S)oc2ccccc21	-1	6	118	1	86	-7	106	87
OC(COc1ccc(F)cc1Cl)CN1CCc2ccccc2C1 (stereo not given)	-6	3	100	2	102	0	100	103

High-throughput results: PubChem, several laboratories
